GC-A act = GC-A stimulated cGMP production enhancers – HEK293 GC-A cells, cGMP TR-FRET, EC30 ANP, primary screen; Atrial natriuretic peptide receptor 1 (Homo sapiens), P16066; 0% at EC30 ANP, 100% saturating ANP; activation, % at 10 µM; 370,000 tested, 0.14% active; in the data active means activation above about 40%
SIAE inh = human SIAE inhibitors, primary screen, biochemical, fluorescence polarization, FP-Rh probe, 1536-well HTS | Sialate O-acetylesterase (Homo sapiens), Q9HAT2 | SIAE FP-Rh probe binding | inhibition, % at 9.66 µM | 370,000 tested, 0.69% active | AID 1053197, 2014;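 active means inhibition above a cutoff: mean of compounds within the control limits plus 3 SD of those, cut at about 17% in these data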;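 further: 0% = plate median of compound wells and 100% = probe without SIAE protein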
Target sequence (Q9HAT2 whole entry, looked up): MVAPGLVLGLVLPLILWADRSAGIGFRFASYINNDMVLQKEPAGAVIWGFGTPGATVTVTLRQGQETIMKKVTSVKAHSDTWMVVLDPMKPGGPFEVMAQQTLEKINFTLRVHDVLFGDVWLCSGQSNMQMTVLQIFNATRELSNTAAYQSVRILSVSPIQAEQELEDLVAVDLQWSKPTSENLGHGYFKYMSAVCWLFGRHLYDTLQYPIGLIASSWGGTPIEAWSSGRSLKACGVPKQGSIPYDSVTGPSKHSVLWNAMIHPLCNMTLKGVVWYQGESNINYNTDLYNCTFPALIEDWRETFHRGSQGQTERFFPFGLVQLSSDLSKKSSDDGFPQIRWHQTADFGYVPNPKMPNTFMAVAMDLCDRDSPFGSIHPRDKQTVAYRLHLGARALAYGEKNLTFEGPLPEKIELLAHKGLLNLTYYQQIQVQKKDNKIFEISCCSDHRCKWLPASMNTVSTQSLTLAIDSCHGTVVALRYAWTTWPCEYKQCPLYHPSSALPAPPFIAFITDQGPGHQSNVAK
NPR2 activator = human GC-B receptor activators, primary screen, HEK293 GC-B cells, cGMP TR-FRET, EC30 CNP; Atrial natriuretic peptide receptor 2 (Homo sapiens), P20594; 0% at EC30 CNP, 100% saturating CNP; activation, % at 10 µM; 370,000 tested, 0.11% active; AID 1920062, 2024;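 active means activation at 10 µM reaching about 35% in either raw or pattern-adjusted values, limit read from the data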
PRMT1 FP inh = PRMT1 methyltransferase inhibitors, primary screen, biochemical, fluorescence polarization; Protein arginine N-methyltransferase 1 (Homo sapiens), Q99873; recombinant PRMT1, activity-based probe fluorescence polarization; inhibition, % at 2.79 µM; 370,000 tested, 1.3% active; AID 652257, 2013;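 active means inhibition above about 21% made by adding two undisclosed values, limit read from the data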
TCR CD3 inh = inhibitors of human TCR-CD3 interaction, primary screen, biochemical, fluorescence, TAMRA-labeled TCR probe | T-cell receptor (TCR) | inhibition, % at 9.4 µM | 360,000 tested, 0.37% active; in the data active means inhibition above about 19%;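 further: recombinant mutant TCR 2C K166C tagged with TAMRA read by polarization; 0% = receptor in buffer alone and 100% = receptor with positive control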
MBD2 DNA inh = inhibitors of MBD2 binding to methylated DNA, primary screen, biochemical, TR-FRET, DNA-binding domain, human. AID 686964, 2013. Methyl-CpG-binding domain protein 2 (Homo sapiens), Q9UBB5. MBD2 binding to methylated oligonucleotide. inhibition, % at 4.4 µM. 370,000 tested, 0.31% active; in the data active means inhibition above about 13%
Target sequence (Q9UBB5 whole entry, looked up, the tested form may be a part): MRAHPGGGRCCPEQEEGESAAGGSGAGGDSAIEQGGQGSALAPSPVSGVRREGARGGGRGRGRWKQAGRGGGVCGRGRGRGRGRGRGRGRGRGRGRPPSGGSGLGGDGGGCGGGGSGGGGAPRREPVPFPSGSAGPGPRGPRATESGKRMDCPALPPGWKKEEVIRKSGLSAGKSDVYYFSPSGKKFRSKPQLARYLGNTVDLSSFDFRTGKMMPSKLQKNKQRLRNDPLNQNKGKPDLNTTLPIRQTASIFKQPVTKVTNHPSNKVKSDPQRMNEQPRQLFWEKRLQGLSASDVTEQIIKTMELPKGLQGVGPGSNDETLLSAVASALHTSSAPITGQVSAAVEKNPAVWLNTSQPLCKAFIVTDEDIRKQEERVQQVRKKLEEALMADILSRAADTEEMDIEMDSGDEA
HTRA1 inhibitor = HTRA1 serine protease inhibitors, primary screen, biochemical, fluorescence polarization, HTS. inhibition, % at 5.96 µM. recombinant HTRA1, FP-rhodamine activity-based probe. 340,000 tested, 0.5% active. Q92743. AID 504803, 2011; in the data active means inhibition above about 36%;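 further: 0% = enzyme with DMSO and 100% = wells lacking enzyme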
mABHD4 FP = ABHD4 inhibitors, primary screen, biochemical, fluorescence polarization, mouse. (Lyso)-N-acylphosphatidylethanolamine lipase (Mus musculus), Q8VD66. purified mABHD4, FP-Rh probe fluorescence polarization. inhibition, % at 8.92 µM. 370,000 tested, 0.54% active;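 active means inhibition exceeding the mean over every tested compound plus 3 SD, cut at about 30% in these data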;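 further: 0% = plate median of compound wells and 100% = S159A mutant with DMSO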
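Assay system: wild-type mouse ABHD4 protein; compound: single nominal dose of 8.92 µM, 0.89% DMSO final; schedule: 45 min + 60 min at 25 °C; measured by: FP readout, ex 525 nm / em 598 nm; evaluation: % inhibition of FP-Rh probe binding versus controls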
rCAG RNA binder = binders of r(CAG) RNA repeats, primary screen, biochemical, fluorescence. inhibition, % at 3 µM. r(CAG) RNA repeat, TO-PRO-1 dye displacement fluorescence. 370,000 tested, 1.3% active. AID 651821, 2012;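 active means inhibition above the plate cutoff, the mean of all test compounds on that plate plus 3 SD, cut at about 35% in these data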;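 further: 0% = DMSO alone and 100% = 100 µM mitoxantrone as full dye displacement; higher means more dye released from RNA so lower well fluorescence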
UHRF1 MBD2 ctr = UHRF1 methylated DNA binding inhibitors, primary screen, counter-screen for MBD2 inhibitor project, biochemical, TR-FRET, human UHRF1, single concentration; inhibition, % at 4.4 µM; UHRF1 binding to methylated oligo; 370,000 tested, 0.75% active; E3 ubiquitin-protein ligase UHRF1 (Homo sapiens), Q96T88; in the data active means inhibition above about 21%;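 further: UHRF1 SRA domain binding a hemimethylated CpG hairpin DNA probe; 0% = median of test compound wells and 100% = reference inhibitor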
Active calls of the source: *; x = no result given. Only part of the results is shown; the hit share may differ from the screen's.

SMILES | GC-A act | SIAE inh | NPR2 activator | PRMT1 FP inh | TCR CD3 inh | MBD2 DNA inh | HTRA1 inhibitor | mABHD4 FP | rCAG RNA binder | UHRF1 MBD2 ctr
O=C(N/N=C/c1ccncc1)c1cc([N+](=O)[O-])cc([N+](=O)[O-])c1O | -4 | 3 | 0 | 5 | 38* | -7 | 34 | 32* | 33 | -1
Cc1cc2nccc(-c3ccco3)n2n1 | 2 | 8 | 8 | 0 | 2 | 1 | 0 | 0 | 3 | 1
Cc1cc(Br)ccc1Nc1nc(N)nc(N)c1N=O | -2 | -1 | -4 | 3 | -2 | -4 | 18 | 11 | 4 | -6
CCOc1ccc(S(=O)(=O)Nc2nc3ccccc3nc2-n2ccc(=NC(=O)c3cccs3)cc2)cc1 | 7 | -5 | -10 | 1 | -10 | 4 | -3 | 4 | 7 | 1
COc1ccc(S(=O)(=O)N2CCCOC2CNC(=O)C(=O)NCc2ccncc2)cc1 (stereo not given) | 5 | -6 | -1 | 1 | 9 | -4 | -2 | -11 | 3 | -2
CN(C(=O)c1cccc(NC(=O)Cc2cccc(NC(=O)C3CCCN(C(=O)C4CCC4)C3)c2)c1)C1CCC1 (stereo not given) | -2 | -2 | 2 | -6 | -3 | -3 | 0 | -5 | 3 | 0
O=C(NC1CCCCC1)C(c1ccco1)N(Cc1cccnc1)C(=O)C1COc2ccccc2O1 (stereo not given) | -10 | -3 | -9 | -1 | -4 | 2 | 0 | 4 | -4 | 1
Cn1c(=O)c2cc(NC(=O)CCc3ccccc3)ccc2n1-c1ccccc1F | -2 | -6 | -1 | -3 | -2 | -1 | x | -4 | 4 | 1
Cc1cc(NS(=O)(=O)c2ccc(NC(=O)CCCOc3ccccc3)cc2)no1 | 2 | 0 | -2 | 1 | 2 | 1 | -7 | 6 | 20 | 3
CC(=O)Nc1cccc(Oc2nc(NCCN(C)C)nc3ccsc23)c1 | -1 | -2 | -6 | 2 | 8 | -4 | x | 3 | 4 | 2
C=CCn1c(O)c(N=NC(=O)C(O)c2ccccc2)c2ccccc21 (stereo not given) | 1 | 7 | 0 | -5 | -3 | -9 | -5 | 1 | 3 | -5
O=C(NCc1ccco1)c1cnn2c1NC(c1ccccc1)CC2C(F)(F)F (stereo not given) | 0 | -2 | 2 | -1 | 7 | -2 | -10 | -6 | -3 | 2
COc1ccc(-c2cc(C(=O)Nc3c(C)n(C)n(-c4ccccc4)c3=O)no2)cc1 | 5 | 3 | 1 | -2 | 4 | -4 | 9 | 7 | 1 | 2
CCOC(=O)C1=C(COc2ccccc2)NC(=O)NC1c1ccc(Br)cc1 (stereo not given) | -9 | 1 | -11 | 0 | 1 | -3 | -32 | -9 | -9 | -2
CCCn1c(=O)c(C(=O)NCc2ccc(OC)c(OC)c2)c(O)c2ccccc21 | 8 | -5 | 4 | -1 | -1 | 5 | -2 | -2 | 5 | 11
CC12CCC(C/C1=N/O)C2(C)C (stereo not given) | -3 | 6 | -6 | 8 | -5 | 0 | 4 | -3 | 1 | 3
COC(=O)c1c(NC(=O)CN2C(=O)NC(CCc3ccccc3)C2=O)sc2c1CCCCC2 (stereo not given) | 0 | 9 | 1 | -2 | 4 | 3 | -56 | 2 | 10 | -3
CCCc1cnc(Nc2nc(C(N)Cc3ccc(OC)cc3)cs2)nc1 (stereo not given) | -2 | 0 | -3 | -4 | 2 | 6 | x | 14 | 16 | 0
Cc1ccc(NC(NC(=O)c2cccs2)C(Cl)(Cl)Cl)cc1C (stereo not given) | -11 | -3 | -5 | 1 | 1 | 1 | -34 | -31 | 2 | 1
CS(=O)(=O)N(CC(=O)Nc1ccccc1Cl)c1ccc(Cl)cc1 | -19 | -1 | -11 | 7 | 2 | -1 | -6 | -6 | 0 | 8
Nc1cc(C(=O)OCC(=O)N2CCOCC2)ccc1Cl | 0 | 1 | 2 | 6 | -2 | 10 | 3 | -9 | 2 | 5
COC(=O)c1ccsc1NC(=O)c1ccc(Cl)s1 | 0 | 3 | -9 | -4 | 6 | 1 | -8 | 4 | 1 | 0
CC(C)C[C@H]1C(=O)N2CCC[C@H]2[C@]2(O)O[C@](NC(=O)[C@@H]3C=C4c5cccc6[nH]c(Br)c(c56)CC4N(C)C3)(C(C)C)C(=O)N12 (stereo not given in full) | 6 | 7 | -1 | 12 | 2 | -3 | -12 | 16 | 9 | -9
O=C(N/N=C(\Cc1ncc[nH]1)c1ccccc1)c1cccnc1 | -2 | -1 | 0 | 0 | 6 | -4 | 3 | 17 | -4 | -6
c1cc(-c2nnc3sc(C4CCCCC4)nn23)ccn1 | -3 | -1 | 2 | -1 | 10 | 1 | 6 | 3 | -5 | -6
Cc1nc(C(F)(F)F)c(C(=O)O)cc1-c1nc(-c2ccccc2)cs1 | 2 | -1 | 7 | 3 | -1 | 5 | -3 | 2 | 2 | 3
CCN(C(=O)c1c(-c2ccccc2)noc1C)c1ccccc1 | -1 | -6 | -8 | -2 | 1 | 2 | -4 | -5 | -5 | 0
Cc1ccc(NC(=O)N2CCOCC2)cc1NC(=O)N1CCOCC1 | 0 | -2 | -7 | -2 | 0 | 0 | 5 | 0 | 1 | 5
CCN(CC)S(=O)(=O)N1CCC(C(=O)NCCN2CCOCC2)CC1 | 2 | 2 | 3 | -6 | 6 | 2 | -1 | 4 | -3 | -2
O=C1/C(=C/c2cccnc2)SC(=S)N1Cc1ccco1 | -2 | 8 | -9 | 9 | -6 | 0 | -12 | -22 | 9 | -4
CC1CN(S(=O)(=O)c2cccc(C(=O)NCc3ccco3)c2)CC(C)O1 (stereo not given) | 4 | 6 | 1 | 20 | 4 | 8 | 12 | 10 | 2 | 2
CCOC(=O)N=Nc1c(O)n(C)c2ccccc12 | 2 | -4 | 0 | -1 | 10 | -10 | 0 | -1 | 2 | -3
O=C(COc1ccc(Br)cc1Cl)NC(=O)NCc1ccccc1 | 5 | -7 | 2 | -2 | 10 | -5 | -16 | -4 | -1 | -1
Cc1ncoc1C(=O)Nc1cccc(Cl)c1C | 2 | 2 | 2 | 1 | 4 | 0 | 3 | 0 | -1 | -2
COc1cc(-c2cc(C(=O)N3CCCCCC3)c3ccccc3n2)cc(OC)c1OC | 12 | 11 | 8 | -4 | 6 | -2 | -5 | 0 | -6 | -1
Cc1csc2ncnc(N3CCN(C(=O)Nc4ccc(OC(F)(F)F)cc4)CC3)c12 | -14 | -8 | -3 | 0 | -6 | -4 | -20 | -4 | -2 | 1
COc1ccc(CCN(Cc2cc3cccc(C)c3[nH]c2=O)C(=O)NC2CCCCC2)cc1OC | -5 | -2 | -2 | -1 | -3 | 0 | -11 | 3 | 2 | -1
COc1ccc(NC(=O)C2CCCN(S(=O)(=O)c3cccc4nonc34)C2)cc1OC (stereo not given) | -1 | 4 | -3 | 2 | 2 | 0 | -1 | 0 | 2 | 2
COCCCNC(=O)c1cc2c(-c3cccc(OC)c3)nn(C)c2s1 | 0 | -5 | -2 | -1 | 9 | 3 | 4 | -6 | -3 | -1
O=C(O)C1CCCN(S(=O)(=O)c2ccc3c(c2)OCCO3)C1 (stereo not given) | 3 | -5 | -1 | 0 | 4 | -4 | -2 | 1 | -3 | -2
O=C(COC(=O)COc1ccccc1[N+](=O)[O-])NC1CCCCC1 | -1 | 4 | -3 | 1 | 1 | -1 | 1 | -1 | 1 | 1
COc1ccc(N2CCN(C(=O)CNC(=O)c3ccc(C(C)(C)C)cc3)CC2)cc1 | 5 | 6 | 1 | -2 | 4 | -5 | -1 | 4 | -7 | -2
O=C1C(Cc2ccccc2)Nc2ncnc(N3CCN(c4ccccc4)CC3)c2N1Cc1ccccc1 (stereo not given) | -2 | 2 | -1 | -1 | -4 | -1 | -38 | -1 | 7 | -5
CCOC(=O)C1(CCCc2ccccc2)CCN(Cc2cnn(C)c2)CC1 | -10 | 1 | -1 | -10 | 4 | -1 | 0 | 3 | -12 | -1
CCCS(=O)(=O)NC(=O)C1(C)CCCN(C(=O)CSc2ccccc2)C1 (stereo not given) | 6 | -3 | -1 | 2 | 8 | -3 | x | 5 | 3 | 1
O=C(c1ccccc1)c1ccc(OC(=O)N2CCCC2)cc1 | -1 | -3 | 1 | 1 | 1 | 2 | -11 | 9 | -6 | 0
CC(C)NS(=O)(=O)c1ccc(OCC(=O)N(C)Cc2ccccc2)cc1 | 1 | 5 | 4 | 0 | 0 | 0 | -3 | 2 | -5 | 0
O=C(c1cccc(F)c1)N1CCN(S(=O)(=O)c2ccc(C(F)(F)F)cc2)CC1 | -4 | -7 | 5 | 0 | -3 | -1 | -4 | 5 | -8 | 8
O=C(CCS(=O)(=O)c1ccc(Cl)cc1)NC1CCCC1 | -1 | 6 | 5 | 0 | 0 | 0 | 5 | 1 | 3 | 0
CCCN1C(=O)c2[nH]nc(-c3ccccc3)c2C1c1ccccc1 (stereo not given) | -19 | -4 | -14 | 1 | 1 | -1 | x | -7 | 0 | -1
O=[N+]([O-])c1ccc(N2CCN(S(=O)(=O)c3ccc(Cl)c(Cl)c3)CC2)cc1NCCN1CCOCC1 | -5 | 0 | -9 | -2 | 1 | 1 | 2 | 0 | 3 | 0
Cn1nccc1NC(=O)Nc1cccc([N+](=O)[O-])c1 | 0 | 0 | 0 | -2 | -1 | 1 | 2 | -3 | 2 | -2
O=C(O)/C=C/c1cn(-c2ccccc2)nc1-c1ccc(-c2ccc([N+](=O)[O-])cc2)o1 | 7 | -13 | 1 | 4 | 2 | 1 | -9 | 10 | 15 | -2
O=C(Cn1c2[n+](c3ccc(C(F)(F)F)cc31)CCCCC2)Nc1c(F)cccc1F | 2 | 3 | 5 | 1 | -3 | 5 | 5 | 3 | 6 | -1
C[C@@H](C(=O)NCc1ccc(S(C)(=O)=O)cc1)[C@@H]1C[C@@]1(C)[C@@H](NC(=O)OCc1ccccc1)c1ccccc1 | -4 | -4 | -2 | 0 | 6 | 1 | -12 | 0 | -3 | -1
CN1/C(=C\C(=O)c2cccs2)Sc2ccccc21 | -1 | 2 | 0 | 42* | 1 | -2 | -5 | 8 | 2 | -7
CSc1ccc(Cc2ccc(Cl)cc2Cl)nn1 | -4 | -1 | -3 | 1 | -2 | 0 | -24 | -6 | -2 | -2
COCCN1CCN(Cc2cn(C)nc2-c2cccc(Cl)c2)CC1 | 2 | -1 | -1 | 0 | 3 | 3 | 4 | 0 | -3 | -2

Arranged by the number under NPR2 activator (ascending): 3 from the list above
Molecule,GC-A act,SIAE inh,NPR2 activator,PRMT1 FP inh,TCR CD3 inh,MBD2 DNA inh,HTRA1 inhibitor,mABHD4 FP
Cc1cc(Br)ccc1Nc1nc(N)nc(N)c1N=O,-2,-1,-4,3,-2,-4,18,11
Cc1csc2ncnc(N3CCN(C(=O)Nc4ccc(OC(F)(F)F)cc4)CC3)c12,-14,-8,-3,0,-6,-4,-20,-4
Cc1ncoc1C(=O)Nc1cccc(Cl)c1C,2,2,2,1,4,0,3,0

Screening results: PubChem BioAssay, several laboratories
